Assay outcomes: PubChem, National Center for Advancing Translational Sciences (NCATS)
Luc counter: blocks Kinase-Glo luciferase, a counter-screen artifact. Potency, µM (series often up to 38.3 µM), for the others: top-dose activity change, negative = inhibition, hits mostly inhibitors. Q27757. Kinase-Glo luciferase, ATP luminescence, 8 min. 200,000 tested, 0.28% active. AID 1379; note: % is set by controls: 0 for no effect and ±100 for the full control effect; nearly all actives have a fitted effect of over 60% in size
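Light output from Kinase-Glo luciferase with luciferin and 10 uM ATP in 50 mM imidazole pH 7.2, KCl, MgCl2, Tween 20, BSA; compound pin-delivered, 8-min ambient incubation, then luminescence read.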
GoLoco inh red: blocks human Gai1 binding to RGS12 GoLoco peptide, red readout | P63096 | 230,000 tested, 0.44% active | Potency, µM (top dose mostly 61.6 µM), without a hit: at the top dose activity, negative = inhibition, hits mostly inhibitors | Gai1:RGS12 GoLoco peptide FP, rhodamine, 10 min; active = well fitted inhibition curve with a large enough effect, not every such curve was filed as active; inactive = no such curve, though single readings can be large or run the other way; note: % is set by controls: 0 for no effect and ±100 for the full control effect; nearly all actives have a fitted effect of over 30% in size; many of its hits are not listed in these tables
IMPase Li cell: IMPase inhibition in cells with lithium potentiation; CHO-M1 cells, IP1 TR-FRET (IP-One), carbachol + lithium; Potency, µM (series often up to 59.4 µM), for inactives: at the highest dose activity, negative = IMPase inhibition, usual class: inhibitors; 210,000 tested, 0.35% active;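 note: IP1 builds up when IMPase is blocked and the TR-FRET signal falls; plate controls were basal vehicle for no effect and high inhibitor control for full effect; nearly all actives have a fitted effect of over 50% in size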
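CHO cells stably expressing M1 receptor (2000/well, cultured 16–30 h) treated 30 min at 37C with compound plus low lithium. Cytosolic IP1 by TR-FRET (665/620 ratio and 620 channel) after 10 min lysis; AC50 by Hill fit.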
JMJD2E inh: JMJD2E (human) inhibition | AID 2147 | JMJD2E catalytic domain, FDH-coupled NADH fluorescence (FDH is formaldehyde dehydrogenase) | 230,000 tested, 1.6% active | Potency, µM (titrated, usually from 57.1 µM), inactives show at the top dose activity change, negative = inhibition, hits mostly inhibitors; active = well fitted inhibition curve with a large enough effect, not every such curve was filed as active; inconclusive = small, poorly fitted or top-dose-only effect, or another doubt; inactive = no such curve, though single readings can be large or run the other way;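 note: 0% = wells with enzyme and -100% = buffer wells without enzyme; nearly all actives have a fitted effect of over 50% in size; many of its hits are not listed in these tables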
NPSR antag: antagonists of human neuropeptide S receptor cAMP signaling | CHO-NPSR cells, cAMP TR-FRET, antagonist mode | Potency, µM (series often up to 38.3 µM), for the others: at the highest dose activity change, negative = inhibition, usual class: inhibitors | 220,000 tested, 1% active; note: % is set by controls: 0 for no effect and ±100 for the full control effect; nearly all actives have a fitted effect of over 50% in size; many of its hits are not listed in these tables
Target sequence (Q6W5P4 whole entry, looked up): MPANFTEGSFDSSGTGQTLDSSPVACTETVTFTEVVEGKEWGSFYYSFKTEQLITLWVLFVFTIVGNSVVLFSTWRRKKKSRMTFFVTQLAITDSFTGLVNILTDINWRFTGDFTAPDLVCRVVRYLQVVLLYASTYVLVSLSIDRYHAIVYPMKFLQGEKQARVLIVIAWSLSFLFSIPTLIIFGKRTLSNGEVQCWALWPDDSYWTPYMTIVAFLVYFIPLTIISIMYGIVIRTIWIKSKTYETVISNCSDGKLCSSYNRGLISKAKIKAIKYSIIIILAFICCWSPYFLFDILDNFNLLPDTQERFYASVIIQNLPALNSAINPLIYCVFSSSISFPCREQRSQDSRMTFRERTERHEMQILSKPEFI
SMN2 splice enh: increases expression of the SMN2 splice variant | Potency, µM (top dose mostly 46.1 µM), for the others: at the top dose activity change, positive = activation, most hits filed as activators | HEK293 SMN2-luciferase splicing reporter, luminescence, 30-36 h | 210,000 tested, 2.8% active; note: % of control where 0% means no effect; nearly all actives have a fitted effect of over 55% in size
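HEK293 cells carry an SMN2 […]–luciferase reporter in which exon 7 inclusion puts luciferase in frame. Cells were plated 10-12 h before compound addition, then incubated 30-36 h at 37C. ONE-Glo luminescence was read; sodium butyrate at 4.5 mM final served as control.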
RECQ1 helicase: inhibitors of human RECQ1 DNA helicase; P46063; RECQ1 DNA unwinding, red fluorescence kinetic read; Potency, µM (doses to about 57.3 µM), without a hit: at the top dose activity, negative = inhibition, most hits filed as inhibitors; 240,000 tested, 0.54% active;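 note: plate controls were vehicle for no effect and no enzyme for full effect; nearly all actives have a fitted effect of over 30% in size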
Target sequence (P46063 whole entry, looked up): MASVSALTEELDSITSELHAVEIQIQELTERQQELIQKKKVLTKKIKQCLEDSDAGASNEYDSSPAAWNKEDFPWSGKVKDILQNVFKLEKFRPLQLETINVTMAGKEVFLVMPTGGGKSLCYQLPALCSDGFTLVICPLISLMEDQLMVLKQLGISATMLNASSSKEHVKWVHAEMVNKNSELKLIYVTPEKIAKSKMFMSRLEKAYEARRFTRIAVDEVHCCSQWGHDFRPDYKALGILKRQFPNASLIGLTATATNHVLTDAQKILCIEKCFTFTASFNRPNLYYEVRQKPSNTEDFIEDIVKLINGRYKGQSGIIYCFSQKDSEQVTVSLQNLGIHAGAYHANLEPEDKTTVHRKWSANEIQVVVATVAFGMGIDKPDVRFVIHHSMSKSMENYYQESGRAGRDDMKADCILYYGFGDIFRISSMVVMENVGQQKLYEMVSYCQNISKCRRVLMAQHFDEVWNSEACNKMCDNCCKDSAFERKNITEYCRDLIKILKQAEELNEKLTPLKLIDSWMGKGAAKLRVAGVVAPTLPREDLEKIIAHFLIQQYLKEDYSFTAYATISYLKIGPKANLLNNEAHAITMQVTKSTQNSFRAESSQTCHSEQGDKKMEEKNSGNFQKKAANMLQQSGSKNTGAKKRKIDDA
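RECQ1T1 50 nM; forked duplex (20 bp + 30-nt ss tails) 200 nM, ATP 2 mM final; pH 8.0, 2 mM MgCl2, 2.5 ug/ml poly(dI-dC); 15 min compound preincubation; discontinuous kinetic read over 2 h at RT.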
Epigenetic derep: epigenetic control regulation, reporter derepression; murine LDR cells, GFP reporter derepression, 30 h; Potency, µM (top dose mostly 53.9 µM), for the others: at the top dose GFP activation, usual class: activators; 280,000 tested, 0.2% active; note: % of control where 0% means no effect; nearly all actives have a fitted effect of over 60% in size
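In this reporter-derepression format, murine cells bearing a silenced integrated CMV-GFP locus incubate with test compound (30 h, 37 C), then are washed and imaged; fluorescent objects of 20–120 um count as induced cells.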
Active calls of the source: *; i = inactive; ? = inconclusive; / = not tested or not shown; & = joins results of further samples; [ ] = dose if it differs, or a comment. Unless noted, calls come from the whole dose curve; as a rule, active = well fitted curve in the direction sought with a large enough effect; inconclusive = small, poorly fitted or top-dose-only effect, or another doubt; inactive = no such curve, though single readings can be large; an effect the other way counts as inactive or inconclusive. Potency is the fitted concentration of half-maximal effect. Not all compounds are listed. The share of hits here may be higher or lower than overall.

smiles	Luc counter	GoLoco inh red	IMPase Li cell	JMJD2E inh	NPSR antag	SMN2 splice enh	RECQ1 helicase	Epigenetic derep
CCN(CC)c1ccc(/C=C2\C(=O)NC(=S)N(C)C2=O)o1	/	211%[activator]	/	0%	-43%	/	-13%	5.3%
CC(C)N1C(=O)/C(=C/C=C/c2ccco2)C(=O)N(Cc2ccco2)C1=O	-4%	174%[activator]	5%[38.3 µM]	-28%	?	-9%	10µM*	?
C/C(Cl)=C/CC1(CN2CCCC2=O)C(=O)NC(=O)NC1=O	/	/	/	-4%	7%[46.1 µM]	/	i	-5.3%
C=C1N2CCC(CC2)C1(O)c1ccc(C)cc1 (configuration not stated)	-5%	-15%	31%[activator][38.3 µM]	-7%	6%[46.1 µM]	8%	i	-0.7%
CCC(C)n1c(O)c(/C=N/N2CCOCC2)c(=O)[nH]c1=S (configuration not stated)	1%	9%	-5%	-2%	9%	-2%	-11%	0.0%
CNC(=O)O/N=C(\N)Cc1csc2ccccc12	/	5%	/	5%	15%	/	19%	0.0%
CCBr	/	-13%	-5%	/	/	12%	-1%	/
C=CCn1c(C2CC2)n[nH]c1=S	1%	-1%	1%	?	22%	-5%	-2%	-0.2%
Cc1ccc(Sc2ccc(C=C3C(=O)N(C)C(=O)N(C)C3=O)o2)cc1	-3%	258%[activator]	-5%	8%	?	-3%	i	-1.2%
Fc1cccc(F)c1-c1nc(-c2ccc(Cl)cc2)no1	/	2%	/	-25%	13%	/	i	0.5%
CCCCC/C=C\C/C=C\C/C=C\C/C=C\CCCC(=O)NCc1ccc(O)c(OC)c1	-2%[39.9 µM]	6%&10%	-16%&23%	/	/	-12%	-14%&-12%	?
C=C1C(O)(c2ccccc2)C2CC[N+]1(C)CC2 (configuration not stated)	-3%	10µM*	3%[38.3 µM]	-9%	-1%[46.1 µM]	6%	0%	1.4%
CCC#N	/	2%	-3%	/	/	-4%	-6%	/
Cc1ccc(-n2c(C)cc(/C=C3/C(=O)NC(=O)N(C)C3=O)c2C)cc1	-7%	15%	7%	-18%	3%	-6%	-4%	1.1%
COc1cc(C)c(-c2nc(CN3C[C@@H]4C[C@@H](C3)c3cccc(=O)n3C4)c(C)o2)cc1C	/	4%	-4%	-4%	30%	/	i	1.1%
CCCCN1C(=O)NC(=O)/C(=C/c2cnc(SC)nc2)C1=O	-3%	18%	1%[38.3 µM]	25µM*	?	8%	-5%	-2.2%
CNC1(c2ccccc2Cl)CCCCC1=O (configuration not stated)	4%[39.9 µM]	-13%	-14%	/	/	/	i	1.6%
O=C(COc1ccccc1)c1cn(Cc2ccccc2)c2ccccc12	-1%	133%[activator]	15%	2%	?	-21%	-3%	-0.9%
Cc1ccc(C)c(NC(=S)NC2CC3CCC(C2)N3Cc2ccco2)c1 (configuration not stated)	-3%	9%	52%[activator][38.3 µM]	4%	-7%[46.1 µM]	-5%	12%	1.1%
O=C(CNC1CCCCC1)N1CCC2(CC1)OCCO2	2%	-9%	-3%[38.3 µM]	-16%	-1%[46.1 µM]	4%	0%	0.1%
O=C(O)Cc1cnc[nH]1	-2%	-5%&-2%&-3%	2%&28%&-5%	14µM*	-8%[46.1 µM]	-16%&-2%&5%	0%	-0.2%&0.0%&0.0%
CCCCC(C)C(OC(=O)CC(CC(=O)O)C(=O)O)C(CC(C)CC(O)CCCCC(O)CC(O)C(C)N)OC(=O)CC(CC(=O)O)C(=O)O (configuration not stated)	-3%	10%	-1%	-9%	10%	-11%	2%	0.2%
COc1cc(CN=Cc2c(O)n(Cc3ccccc3)c(=S)[nH]c2=O)cc(OC)c1	/	2%	/	-9%	?	/	-1%	5.4%
C1CNC2NCCNC2N1 (configuration not stated)	-7%	1%	-4%[38.3 µM]	0%	-5%[46.1 µM]	-2%	-4%	-3.5%
CCOc1cc(C2C(C#N)=C(N)Oc3c2c(=O)oc2ccccc32)ccc1OC(=O)c1cccs1 (configuration not stated)	0%	17%	-4%	118%[activator]	17%	0%	-2%	-1.1%
O=P(N[C@@H](c1ccccc1)[C@@H]1C[C@H]1CO)(c1ccccc1)c1ccccc1	-2%&-1%	3%&-1%	1%&-3%	8%&5%	-1%	0%&-9%	i	-1.0%&1.0%
CNCc1ccccc1	-9%	3%	32%[activator]	?	/	7%	12%	-1.3%
O=C1C2CCCN2C(c2ccc(Cl)cc2)N1c1ccccn1 (configuration not stated)	-6%	-1%	-10%[38.3 µM]	?	-15%[46.1 µM]	-2%	i	-1.1%
CCN1CCN(S(=O)(=O)c2cnc(Cl)c(Br)c2)CC1	4%	7%	13%	6%	4%	-6%	0%	-1.0%
O=c1[nH]c(=O)n(-c2ccc(Cl)cc2)c(O)c1C=Nc1ccc(S(=O)(=O)Nc2nccs2)cc1	1%	6%	-4%	?	9%	10%	5%	0.0%
Cc1cccn2c(=O)c3c(nc12)N1CCCCCC1C1(C3)C(=O)N(C)C(=O)N(C)C1=O (configuration not stated)	/	10%	/	-28%	20%	/	14%	-0.3%
O=C(COc1ccccc1)N1CCN(CC(O)COc2ccccc2)CC1 (configuration not stated)	0%	-2%	0%[38.3 µM]	10%	4%[46.1 µM]	2%	i	-1.0%
O=C1C2(Cl)C3(Cl)C4(Cl)C(Cl)(Cl)C5(Cl)C3(Cl)C1(Cl)C5(Cl)C24Cl (configuration not stated)	/	5%&-9%	-5%&14%	/	/	-2%&-101%	-18%&-26%	/
O=C(N/N=C/c1c(O)n(CCc2ccccc2)c(=O)[nH]c1=O)c1ccccc1O	/	25%	/	28µM*	-8%	/	-5%	8.2%
NNC(=O)CN1C(=O)CN=C(c2ccccc2)c2cc(Br)ccc21	/	-4%	/	10%	-11%	/	0%	0.2%
CN1CCc2cc(Cl)c(O)cc2[C@H]2c3ccccc3CC[C@@H]21	-1%	-7%	-2%	-11%	/	7%	-19%	-0.5%
CCCC/C(C)=C/[C@@H](NP(=O)(c1ccccc1)c1ccccc1)c1ccccc1	-2%&2%	-3%&1%	2%&17%	0%&-1%	-59%	-69%&-28%[inhibitor]	1%&-9%	-0.6%&1.1%
CC(C)C(CCN1C(=O)c2ccccc2C1=O)c1ccco1 (configuration not stated)	2%	5%	42%[activator][38.3 µM]	-4%	-14%[46.1 µM]	-17%	-6%	0.2%
COc1cc(N2CCOCC2)ccc1/C=C1\C(=O)NC(=O)N(Cc2ccc3c(c2)OCO3)C1=O	-2%	75%[activator]	3%	-7%	-5%	4%	-2%	1.1%
c1csc(CN2CC[C@@]3(CCCNC3)C2)n1	-5%	-2%	5%	/	/	-10%	-7%	/
O=C1NC(=O)C(=Cc2ccc(OCC(=O)N3CCOCC3)cc2)C(=O)N1	-1%	2%	8%	?	13%	11%	-9%	0.0%
C=CCOC(=O)C1=C(C)OC(N)=C(C#N)[C@@]12C(=O)N(CC(N)=O)c1ccccc12	/	/	/	6%	-5%[46.1 µM]	/	-4%	-9.7%
C/C(=N\N1CCCCCC1)c1c(O)n(-c2ccccc2)c(=O)[nH]c1=O	1%	6%	-6%	1%	1%	-16%	i	0.0%
CCC/C=N/O	/	14%	-2%	/	/	-4%	-12%	/
CN1CCc2cc3c(cc2[C@@H]1[C@@H]1OC(=O)c2c1ccc1c2OCO1)OCO3	0%[17.1 µM]	5%[21.6 µM]	-5%	-13%[25.5 µM]	/	4%[20.6 µM]	-5%[25.9 µM]	1.1%[16.9 µM]
COc1ccc(OC)c2c1CCC1NCCOC21 (configuration not stated)	-1%	17%	3%	-11%	8%	-9%	18%	-1.0%
Cn1c(O)c(/C=N/N2CCOCC2)c(=O)[nH]c1=S	/	140%[activator]	/	5%	-23%	/	-3%	0.1%
COC(=O)N1C(c2ccccc2)C1c1ccccc1 (configuration not stated)	-1%	12%	4%	-2%	1%	/	-10%	0.3%
O=c1[nH]c(=O)n(-c2cccc3ccccc23)c(O)c1C=NCCCn1ccnc1	1%	7%	-17%[38.3 µM]	9%	-9%[46.1 µM]	-3%	-7%	-7.4%
CCC(=NCCO)c1c(O)n(C2CCCCC2)c(=O)[nH]c1=O	0%	5%	-3%[38.3 µM]	6%	-9%[46.1 µM]	-18%	i	-0.7%
CC(C)C[C@H](NC(=O)[C@H](Cc1ccccc1)NC(=O)CNC(=O)[C@H](CO)NC(=O)[C@@H](N)Cc1ccc(O)cc1)C(=O)N[C@H](C(=O)O)[C@H](C)O	/	8%	-1%	/	/	3%	i	0.0%
O=C(Nc1cccc(Cl)c1)c1c(O)c2c(n(Cc3ccccc3)c1=O)CCCC2	3%	0%	6%	9%	-6%	-8%	-7%	3.0%
N#CC1=C(N)Oc2n[nH]c(-c3cccs3)c2C1c1ccccc1C(=O)O (configuration not stated)	-6%	6%	-5%	?	-18%	-4%	-3%	1.1%
Cc1ccc2c(c1)N(CCC(=O)N1CCC3(CC1)OCCO3)C(=O)C(C)O2 (configuration not stated)	-4%	0%	-8%[38.3 µM]	-3%	-8%[46.1 µM]	6%	-1%	2.5%
COc1ccccc1N1CCN(C2CCN(C(=O)c3cccs3)CC2)CC1	2%	-10%	10%	?	7%	1%	i	-0.1%
CC[C@@]1(O)C(=O)OCc2c1cc1n(c2=O)Cc2cc3cc(O)ccc3nc2-1	-1%&-4%	-5%&7%	10µM*	14%	/	-50%&-6%[inhibitor]	-1%&-1%	-1.1%&2.7%
C=C(C)c1cc2cc(C(C)=O)c(O)cc2o1	-13%&-18%	0%&-7%	22%&7%	15%&-7%	/	0%&0%	-22%&5%	?
CCC(=NCc1ccc(F)cc1)c1c(O)n(C)c(=O)n(C)c1=O	-4%	-2%	22%[38.3 µM]	2%	-2%[46.1 µM]	-27%	i	0.0%
Cc1ccsc1C(=O)C1CCCN(Cc2cnn(C)c2)C1 (configuration not stated)	/	4%	0%	0%	-14%	/	-14%	-0.1%
